High-throughput results from PubChem.
Hsp70 inhibitors: Hsp70 inhibitors, probe displacement, primary screen, biochemical, fluorescence polarization (AID 583). hit rate 0.06% among 140,000. Hsp70 fluorescence polarization probe displacement, mP; higher % means a stronger effect. displacement, % at 20 µM; hits with a dose series show IC50 in µM; in the data active = displacement above about 50%;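 note: plate controls were vehicle for no effect and reference ligand for full effect; a part of the inactive calls stands beside numbers as strong as those of hits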
MKP-3 inhibition: MKP-3 phosphatase inhibitors, primary screen, biochemical, rat enzyme, in vitro (AID 425); recombinant MKP-3 phosphatase activity, fluorescence; higher % means a stronger effect; inhibition, % at 20 µM; hits with a dose series show IC50 in µM; hit rate 0.17% among 110,000; in the data active = inhibition above about 50%;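 note: plate controls were vehicle for no effect and reference inhibitor for full effect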
Starred values were filed as active, the others as inactive; x = no result given; & = joins results of further samples. Some of the compounds tested (hit frequency here may not be typical).

SMILES	Hsp70 inhibitors	MKP-3 inhibition
O=C(CCc1nc2ccccc2s1)OCC(=O)N1CCN(C(=O)c2ccco2)CC1	-3.8%	-1%
CCCc1cc(C(=O)OC)c(NC(=O)c2ccc(OCC(C)C)cc2)s1	-3.1%	3%
CCOc1cc(C(=O)N2CCN=C2SC)cc(OCC)c1OCC	-1.3%	4%
COc1cc(OC)cc(-c2nc3ccccc3s2)c1	0.2%	x
CCc1ccc(C2CC(c3ccc(F)cc3)Nc3nc(N)nn32)cc1 (configuration not stated)	-1.1%	-3%
Cc1cc(C)c(-c2nn(-c3ccccc3)cc2C=O)c(C)c1	-0.6%	-1%
CCOC(=O)C1CCN(S(=O)(=O)c2cc(Br)cc3c2N(C(=O)C2CC2)CC3)CC1	0.9%	7%
Cc1ccc(C)c(S(=O)(=O)n2cnc3ccccc32)c1	5.9%&3.0%	-2%&0%
Cc1ccc(NC2=NC(C(=O)Nc3ccc(C)c(C)c3)CC(=O)N2)cc1 (configuration not stated)	3.4%	1%
CC(=C(C#N)C#N)c1ccc2c(c1)OCCO2	0.2%	-2%
Nc1nc(N2CCN(C/C=C/c3ccccc3)CC2)nc2ccccc12	5.9%	-2%
CCc1cc(OCCCSc2nc(C)cc(=O)[nH]2)ccc1Cl	0.2%	x
CN(CC(=O)O/N=C(\N)c1cccc([N+](=O)[O-])c1)S(=O)(=O)c1ccccc1	0.4%	x
CC(=O)N1CCc2cc(S(=O)(=O)CCC(=O)NCc3cccs3)ccc21	1.7%	0%
O=C(NCc1ccco1)c1noc2c1CCCC2	-2.2%	7%
Cc1cc(=O)oc2cc(OCC(=O)NCCCN3CCOCC3)ccc12	4.5%	-16%
N[C@@H](Cc1ccc(O)c(I)c1)C(=O)O	0.6%	2%
Cc1ccc(NC(=S)NC2CC(C)(C)NC(C)(C)C2)cc1	2.2%	-5%
COc1ccc(-c2nc(C#N)c(N3CCC(C(N)=O)CC3)o2)cc1OC	-0.1%	x
CCCCOc1ccccc1C1NC(=O)NC(C)=C1C(=O)OCCOC (configuration not stated)	2.7%	-13%
CCS(=O)(=O)N1Cc2ccccc2CC1C(=O)N1CCN(c2ccccc2)CC1 (configuration not stated)	1.4%	x
Cc1csc(SCCN2C(=O)c3ccccc3C2=O)n1	14%	-2%
Cc1c2c(nc3nc4ccccc4n13)CCCC2=O	-4.1%	-16%
COc1cccc2[nH]c3c(N4CCCC(C)C4)ncnc3c12 (configuration not stated)	2.2%	-3%
Cc1cc(C)cc(OCc2nnc(SCC(=O)c3ccccc3)o2)c1	1.4%	-12%
Cc1nc(COC(=O)c2ccc(CO)cc2)cs1	5.6%	-15%
COc1ccc(-c2noc(-c3ccc(Br)cc3)n2)cc1	2.9%	-4%
COc1ccc2c(c1)C(=O)c1ccccc1CO2	3.8%	x
Cc1ccc(OCc2nnc(NC(=O)c3ccco3)s2)cc1	4.8%&0.1%	-2%
O=C(CSc1nc2ccccc2[nH]1)Nc1ccc(/C=C/c2ccccc2)cc1	0.2%	2%

6 entries from above, reformatted:
The line under a structure holds: Hsp70 inhibitors | MKP-3 inhibition
Cc1cc(=O)oc2cc(OCC(=O)NCCCN3CCOCC3)ccc12
    4.5% | -16%
N[C@@H](Cc1ccc(O)c(I)c1)C(=O)O
    0.6% | 2%
Cc1ccc(NC(=S)NC2CC(C)(C)NC(C)(C)C2)cc1
    2.2% | -5%
COc1ccc(-c2nc(C#N)c(N3CCC(C(N)=O)CC3)o2)cc1OC
    -0.1% | x
CCCCOc1ccccc1C1NC(=O)NC(C)=C1C(=O)OCCOC (configuration not stated)
    2.7% | -13%
CCS(=O)(=O)N1Cc2ccccc2CC1C(=O)N1CCN(c2ccccc2)CC1 (configuration not stated)
    1.4% | x

Rewritten as a markdown table: part of the list above
| Compound | Hsp70 inhibitors | MKP-3 inhibition |
| --- | --- | --- |
| CCS(=O)(=O)N1Cc2ccccc2CC1C(=O)N1CCN(c2ccccc2)CC1 (configuration not stated) | 1.4% | x |
| CCCCOc1ccccc1C1NC(=O)NC(C)=C1C(=O)OCCOC (configuration not stated) | 2.7% | -13% |
| Cc1c2c(nc3nc4ccccc4n13)CCCC2=O | -4.1% | -16% |
| Cc1csc(SCCN2C(=O)c3ccccc3C2=O)n1 | 14% | -2% |
| Cc1nc(COC(=O)c2ccc(CO)cc2)cs1 | 5.6% | -15% |
| N[C@@H](Cc1ccc(O)c(I)c1)C(=O)O | 0.6% | 2% |

(cont.)
SMILES	Hsp70 inhibitors	MKP-3 inhibition
Nc1c(S(=O)(=O)c2cccs2)c2nc3ccccc3nc2n1CC1CCCO1 (configuration not stated)	1.0%	5%
Cc1cccc(N2C(=O)CC(Sc3ccccc3C(=O)O)C2=O)c1C (configuration not stated)	6.5%	-2%
CC1CCCC(NC(=O)CN(C)S(=O)(=O)c2cccc3cccnc23)C1C (configuration not stated)	-4.9%	1%
Cc1c(C)c2ccc(OCC(=O)N(C)C)cc2oc1=O	-4.1%	2%
N=c1c2c3c(sc2ncn1CCN1CCOCC1)CCCCC3	-2.6%	-2%
CC(C)OC(=O)CSc1nnc(Cc2ccccc2)n1C	-0.1%	-8%
CCOC(=O)C1=C(C)N=c2s/c(=C\c3cn(C)c4ccccc34)c(=O)n2C1c1ccc(OC)c(OC)c1 (configuration not stated)	-68%	0%
COC(=O)C1=C(C)NC2=C(C(=O)CCC2)C1c1ccc(Br)cc1 (configuration not stated)	2.9%	3%
Cc1ccc(NCc2c(O)ccc3ccccc23)cc1	13%	-1%
O=C1c2ccccc2C(=O)N1CCCn1nnc(-c2ccc(N3CCOCC3)cc2)n1	2.7%	-5%
CC(=O)c1cccc(NC(=O)Nc2cccnc2)c1	0.4%	-2%
CC(=O)Nc1ccc(S(=O)(=O)NC(c2ccccc2)c2ccccc2)cc1	-3.2%	2%
O=S(=O)(c1ccc(-c2cn3ccccc3n2)cc1)N1CCOCC1	x	-7%
C=CCN(C(=O)c1ccccc1)c1ccc(OC)cc1	x	-2%
Cc1cc(C)nc(SCc2ccc(Cl)cc2)n1	-3.0%	4%
CCC(=O)N1CCN(c2nc(C)nc3sc(C)c(C)c23)CC1	1.2%	7%
CCN1C(=O)/C(=C\c2cccc(O)c2)SC1=S	1.5%	0%
NC1=NC(=O)C(Cc2cc(Cl)ccc2Cl)S1 (configuration not stated)	-2.1%	0%
CCCCNC1=C(Br)C(=O)CC(C)(C)C1	-1.1%	11%
CCOC(=O)CCCNC(=O)COC(=O)c1cc(C)cc(C)c1	-2.9%	-10%
COc1ccccc1NC(=O)c1ccc2c3c(cccc13)CC2	-3.0%	5%
COCCCn1c(=N)c(C(N)=S)cc2c(=O)n3cccc(C)c3nc21	3.3%	0%
O=C(O)CCN1C(=O)/C(=C\c2ccc3c(c2)OCO3)SC1=S	-2.7%	0%
CCn1c(SCC(=O)n2nc(C)cc2C)nnc1-c1ccc2c(c1)OCO2	-2.4%	0%
O=C1/C(=C\c2ccc(O)c(O)c2)SC(=S)N1c1ccc(F)cc1	-7.1%	-3%
O=C(Nc1ccc(O)c(-c2nc3ccccc3s2)c1)c1cc2ccccc2oc1=O	0.5%	5%
COC(=O)C(NC(=O)c1ccccc1)C12CC3CC(CC(C3)C1)C2 (configuration not stated)	4.5%	7%
COc1ccccc1NC(=O)N1CCn2c(nc3ccccc32)C1	5.5%	0%
COc1ccc(CCN=Cc2c(O)n(-c3c(Cl)cccc3Cl)c3ccccc23)cc1OC	-0.9%	7%
Cc1ccnc(NC(=O)COc2cc(C)c(Cl)c(C)c2)c1	-0.4%	2%
Cc1ccc(F)c(N/C=C/C(=O)c2ccc(Br)cc2)c1	-0.4%	2%
COc1ccc(/C=C/C(=O)NCC(C)NC(=O)/C=C/c2ccc(OC)c(OC)c2)cc1OC (configuration not stated)	-0.2%	2%
O=C(CCN1CCN(c2ccc(F)cc2)CC1)Nc1ccc(F)cc1	3.8%	2%
O=C1C2C3C=CC(O3)C2C(=O)N1c1ccccc1I (configuration not stated)	3.4%	1%
FC(F)(F)c1cccc(-c2nnc3ccc(C(F)(F)F)cn23)c1	-9.6%	-4%
C(=N\n1cnnc1)/c1ccc(-c2cccc3ccccc23)o1	-1.1%	3%
COc1ccccc1C(=O)Nc1nc(N)n(-c2ccccc2)n1	-2.9%	x
N#Cc1nc(-c2ccco2)oc1N1CCN(C(c2ccccc2)c2ccccc2)CC1	-11%	0%
N#C/C(=C\c1cn(CC(=O)Nc2ccccc2)c2ccccc12)C(=O)Nc1ccccc1Cl	-12%	4%
COc1cccc(NC=C2C(=O)OC3(CCCCC3)OC2=O)c1	5.2%	6%
C/C(=C\c1ccccc1)C(=O)Nc1c(C)n(C)n(-c2ccccc2)c1=O	-1.5%	1%
CCCc1nnc(NC(=O)NCCN2C(=O)C3C4C=CC(C4)C3C2=O)s1 (configuration not stated)	1.5%	-4%
O=C1/C(=C\c2cc([N+](=O)[O-])cc(Br)c2O)SC(=S)N1c1cccc(Cl)c1	-19%	1%
Nc1cccc(C(=O)Nc2ccc3nc(-c4cccnc4)[nH]c3c2)c1	-4.2%	x
O=C(O)C(Cc1ccccc1)N1C(=O)/C(=C/c2cccc3ccccc23)SC1=S (configuration not stated)	3.4%	2%
COc1c(O)ccc(/C=N\NC(=O)c2ccc3c(c2)OCO3)c1[N+](=O)[O-]	5.4%	0%
COc1ccc(C(=O)CSc2ncn(-c3ccccc3)n2)cc1	3.5%	3%
O=C1C(=O)N(c2cccnc2)C(c2ccccc2)/C1=C(\O)c1ccc(Cl)cc1 (configuration not stated)	3.1%	-3%
C=C(C)c1cccc(C(C)(C)NC(=O)NCc2ccccn2)c1	0.6%	2%
CN=C(Nc1ccc(Cl)cc1)SC1CC(=O)N(c2ccccc2F)C1=O (configuration not stated)	-1.8%	3%
COC(=O)c1ccc(-c2ccc(/C=N\Nc3ccc([N+](=O)[O-])cn3)o2)cc1	-31%	5%
COc1ccc(/C=C(\NC(=O)c2ccc([N+](=O)[O-])cc2)C(=O)NCCCN(C)C)cc1	7.1%	3%
O=C(CSCc1cccc(Br)c1)N1CCOCC1	-2.9%	-8%
Cn1c(=O)c2c(nc3n2CC(=O)N3c2ccc(F)cc2F)n(C)c1=O	-2.7%	4%
Cn1c(=O)oc2cc(S(=O)(=O)NCc3ccco3)ccc21	-2.0%	2%
CCc1nc(C)cn1S(=O)(=O)c1ccc(Cl)c([N+](=O)[O-])c1	-0.4%	4%
Cc1ccccc1-n1c(=O)/c(=C\c2ccco2)s/c1=C(/C#N)C(=O)Nc1ccccc1	3.5%	-8%
CCCOc1ccc(/C=N/N2CCN(Cc3ccccc3Cl)CC2)cc1	-1.0%	-5%
CS(=O)(=O)Nc1cccc(C(=O)CC2(O)C(=O)Nc3ccccc32)c1 (configuration not stated)	6.8%	6%
COc1ccc(OC)c(NC(=O)C2CC2(c2cccc(C)c2)c2cccc(C)c2)c1 (configuration not stated)	0.0%	3%
(cont.)
SMILES	Hsp70 inhibitors	MKP-3 inhibition
COc1cccc(NC(=O)c2ccc(CN3CCc4ccccc4C3)cc2)c1	-7.5%	6%
COc1ccc(C(=O)Nc2ccc(O)c(-c3nc4ccccc4s3)c2)cc1[N+](=O)[O-]	-4.3%	2%
O=C(NCc1cccnc1)c1cccc(S(=O)(=O)N2CCCCC2)c1	-7.3%&-2.5%	-5%&1%
Nc1c(NCCN2CCOCC2)c2ccccc2oc1=O	-3.7%	5%
Cc1ccccc1-c1nc(CS(=O)(=O)CC(=O)NCCCN2C(C)CCCC2C)c(C)o1 (configuration not stated)	-2.3%	6%
Cc1ccc(-n2nnnc2SCC(=O)Nc2ccc3c(c2)OCCO3)cc1C	-2.9%	x
N#Cc1ccccc1NC(=O)NS(=O)(=O)c1ccccc1Cl	7.7%	-2%
CC1CCCC(C)N1C(=O)C1CC(c2ccc(F)cc2)=NO1 (configuration not stated)	4.4%	-4%
Oc1ccc(-c2cccc(-c3ccc(O)cc3)n2)cc1	4.5%	-8%
CCCCOc1ccccc1-c1cc(C(=O)O)[nH]n1	2.9%	-1%
CCOC(=O)N1CCC2(CC1)C(C#N)=C(N)Oc1n[nH]c(C)c12	-0.4%	x
O=C(CCN1C(=O)S/C(=C/c2ccc(Cl)cc2)C1=O)Nc1ccc(S(=O)(=O)Nc2nccs2)cc1	-1.8%	-6%
O=C1NCCc2c1[nH]c1ccccc21	6.3%	x
c1coc(CN=C2NC(=NCc3ccco3)c3ccccc32)c1	-4.5%	1%
Cc1ccc(C(C)C)c(OCC(=O)Nc2ccc(Cl)cn2)c1	0.5%&3.3%	-1%&-3%
CC(C)OC(=O)c1c(NC(=O)c2cccc(OC(C)C)c2)sc2c1CCC2	0.5%	4%
CC(=O)N(C)N1c2ccccc2CCc2ccccc21	-6.5%	-1%
CCc1sc(-c2c(C#N)c(N)nc3c2CCCC3)cc1Br	2.1%	0%
O=C(OCc1ccccc1)c1cccc(-c2nnn(Cc3ccccc3)n2)c1	0.4%	x
Cn1c(CCNC(=O)c2ccccc2)nc2ccccc21	2.8%	x
Cc1nc2sc(C(c3ccco3)N3CCN(c4ccc(F)cc4)CC3)c(O)n2n1 (configuration not stated)	-1.5%	-12%
CN(Cc1ccccc1)c1ccc(S(=O)(=O)N2CCOCC2)cn1	3.3%	x
CCOC(=O)N1CCN(C(=O)C2CCC(CNS(=O)(=O)c3ccc(Cl)cc3)CC2)CC1 (configuration not stated)	-2.1%	-1%
COC(=O)C1=CN(CC2CCCO2)C=C(C(=O)OC)C1c1ccccc1C(F)(F)F (configuration not stated)	6.2%	x
O=C(CSc1nnnn1-c1ccccc1)NC12CC3CC(CC(C3)C1)C2	-2.5%	1%
Cc1cc(C(c2ccc(F)cc2)c2cc(C)c(NC(=O)c3ccccc3)c(C)c2)cc(C)c1NC(=O)c1ccccc1	0.4%	6%
Cc1cc(I)ccc1NC(=O)/C=C/c1ccccc1Cl	-0.9%	-3%

Entries of single compounds, quoted from the list. Screens in order: Hsp70 inhibitors, MKP-3 inhibition
Cc1ccccc1-n1c(=O)/c(=C\c2ccco2)s/c1=C(/C#N)C(=O)Nc1ccccc1 across the screens: 3.5%, -8%
O=C(NCc1cccnc1)c1cccc(S(=O)(=O)N2CCCCC2)c1 across the screens: -7.3%&-2.5%, -5%&1%
